# AddAB inh: less growth of phage-infected E. coli with AddAB; E. coli expressing H. pylori AddAB, absorbance growth; inhibition, % at 11.9 µM; 330,000 compounds, 0.29% hits; in the data active = inhibition above about 12%;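 note: 0% = vehicle wells of infected cells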
# CAL PDZ FP-1: human CAL PDZ-peptide interaction inhibition; purified CAL PDZ, TMR-peptide fluorescence polarization, 1 h; AID 504414; inhibition, % at 20 µM; 330,000 compounds, 0.02% hits; Q9HD26;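 active = highest replicate inhibition of at least 40%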;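 note: plate controls were DMSO neutral control wells for no effect and unlabeled competitor peptide control wells for full effect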
#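 Material: tagged CAL PDZ protein CerCALP, purified; buffer or medium: sodium phosphate/NaCl buffer pH 7.4 with TCEP, IgG, Thesit; also added: fluorescent TMR peptide probe; schedule: 1 h incubation at room temperature before polarization reading; technique: fluorescence polarization from S- and P-plane intensities, G-factor corrected; control set: unlabelled peptide and DMSO controls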
# SR-BI DiI inh: mouse SR-BI HDL lipid transfer inhibition. Q61009. ldlA[mSR-BI] CHO cells, DiI-HDL uptake fluorescence, 3 h. inhibition, % at 12.5 µM. 320,000 compounds, 0.96% hits;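 active = mean replicate inhibition of at least 70% and a set share of replicates each scoring 70 or more; inconclusive = meets just one of the two criteria; inactive = fails both criteria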;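 note: 0% = median of neutral control wells and 100% = median of positive control wells; values of inactives mirror those of a sister screen read the other way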
# Target sequence (Q61009 whole entry, looked up): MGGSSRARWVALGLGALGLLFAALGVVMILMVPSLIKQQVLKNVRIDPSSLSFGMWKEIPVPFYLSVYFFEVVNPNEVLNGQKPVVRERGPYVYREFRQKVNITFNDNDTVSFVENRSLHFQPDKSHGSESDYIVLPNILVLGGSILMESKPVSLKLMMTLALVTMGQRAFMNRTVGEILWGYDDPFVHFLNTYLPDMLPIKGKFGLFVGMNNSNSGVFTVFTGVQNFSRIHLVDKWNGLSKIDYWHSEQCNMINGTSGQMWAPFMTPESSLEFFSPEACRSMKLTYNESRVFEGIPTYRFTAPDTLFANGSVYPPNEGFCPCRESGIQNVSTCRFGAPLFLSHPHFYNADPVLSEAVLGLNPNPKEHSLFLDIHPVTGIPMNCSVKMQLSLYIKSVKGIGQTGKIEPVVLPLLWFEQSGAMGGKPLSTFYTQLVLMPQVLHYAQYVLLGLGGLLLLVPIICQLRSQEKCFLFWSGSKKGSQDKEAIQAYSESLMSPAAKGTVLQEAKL
# CAL PDZ FP-2: blocks peptide binding to the human CAL PDZ domain; Q9HD26; purified CAL PDZ, TMR-peptide fluorescence polarization, 1 h; inhibition, % at 24.9 µM; 300,000 compounds, 0.92% hits; AID 602252;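 active = mean inhibition of at least 30% with at least half of replicates also reaching 30%; inconclusive = no clear call, values can overlap the other calls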;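 note: 0% = DMSO neutral control and 100% = excess unlabeled competitor peptide PRC23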
# Ecoli viability: bacterial growth inhibition, counter-screen for AddAB inhibitors | E. coli V3065 growth, OD600 absorbance, 18 h | inhibition, % at 11.9 µM | 330,000 compounds, 0.27% hits | AID 449728;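 active = inhibition above the campaign's mean inhibition across all tested compounds plus 3 SD, cut at about 9.9% in these data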;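 note: uninfected addAB+ strain grown without phage in ampicillin broth; 0% = DMSO wells and 100% = ciprofloxacin 0.95 µg/ml wells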
# phage Ecoli inh: E. coli growth loss with phage present; growth absorbance; inhibition, % at 11.9 µM; 360,000 compounds, 0.26% hits; in the data active = inhibition above about 11%
# Wnt bcat act: Wnt/beta-catenin pathway activation; 300,000 compounds, 1.2% hits; activation, % at 9.35 µM; Wnt/beta-catenin reporter cell assay, activator, plate reader; in the data active = activation above about 30%, passing the limit was not always enough; inconclusive = no clear call, values can overlap the other calls;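 note: 0% = neutral control wells and 100% = positive control wells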
# Tat export inh: inhibitors of E. coli Tat protein transport; E. coli MC4100 TorA-mCherry Tat export, fluorescence; inhibition, % at 10 µM; 340,000 compounds, 0.036% hits; AID 488895;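 active = mean replicate inhibition at least 50% and at least half of replicates individually reaching 50%; inconclusive = only one of the two criteria met; inactive = neither criterion met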;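 note: exported cargo escapes ClpAP degradation while cytoplasmic cargo is degraded and loses fluorescence; 0% = median of neutral control wells and 100% = median of NaSCN control wells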
# MITF TRPM1 HTS: increases MITF-driven TRPM1 promoter luciferase signal. SK-MEL-5 TRPM1-promoter luciferase, 24 h; % of positive control, neutral wells = 0. AID 588334. activation, % at 12.5 µM. 300,000 compounds, 0.75% hits;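 active = mean activation of at least 80% with every replicate also reaching 80%; inconclusive = mean reaches 80% but some replicate falls short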;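 note: 0% = neutral control wells and 100% = parthenolide positive control wells; values of inactives mirror those of a sister screen read the other way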
# SR-BI uptake up: activators of SR-BI mediated HDL lipid uptake; AID 504775; 320,000 compounds, 0.096% hits; CHO ldlA[mSR-BI] cells, DiI-HDL uptake fluorescence, 3 h; 100 = double the neutral-control signal; activation, % at 12.5 µM;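 active = mean replicate activation of at least 60% and every replicate at or above 60%; inconclusive = mean or all-replicate condition met, but not both; inactive = mean below 60% and not all replicates reaching 60%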;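 note: 0% = median plate neutral-control signal and 100% = twice that signal; values of inactives mirror those of a sister screen read the other way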
#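 system = CHO ldlA[mSR-BI] cells, LDL receptor-null, SR-BI overexpressing | medium = Ham's F12 with 0.5% BSA, HEPES 25 mM, pH 7.4 | probe or stimulus = DiI-HDL 10 µg/mL | compound dosing = single-point compound dose | incubation = compound exposure 3 h, 37 °C | technique = DiI fluorescence, bottom read | read-out = cell-associated DiI fluorescence as measure of HDL uptake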
# An asterisk follows results filed as active; ? = inconclusive; . = not tested or not shown. This is a random part of the collection; 3.6% or so of the library scored in one or more.
SMILES,AddAB inh,CAL PDZ FP-1,SR-BI DiI inh,CAL PDZ FP-2,Ecoli viability,phage Ecoli inh,Wnt bcat act,Tat export inh,MITF TRPM1 HTS,SR-BI uptake up
COc1ccc(-c2cc(C(N)=O)nc(N3CCCCCC3)n2)cc1,-1.8,-0.1,16,1,-1.3,1.4,.,23,8,-16
CCc1cccc(C)c1NC(=O)CSc1nc2ccc(N3C(=O)c4ccccc4C3=O)cc2s1,2.4,-0.7,62,-4,0.1,0.9,.,-4,5,-62
Cc1sc2ncnc(SCC(=O)c3cccs3)c2c1C,0.8,-0.5,22,0,0.4,3.1,38*,-5,34,-22
CN(CC(=O)Nc1sccc1C#N)S(=O)(=O)c1ccc(F)cc1,.,1.3,10,-2,.,2.9,1,-1,4,-10
C=CCn1c(N)cc(=O)nc1SCC(=O)Nc1ccccc1,0.4,-1.5,-5,6,-1.1,2.3,6,1,-1,5
Nn1c(COc2ccccc2)nnc1SCc1cc(=O)[nH]c2ccccc12,1.5,0.2,15,2,-1.4,0.3,-2,8,-10,-15
COc1ccc(C(=O)N2CCC(C(N)=O)CC2)cc1S(=O)(=O)N1CCCC1,0.6,-4.3,-20,-7,0.9,1.3,-3,2,0,20
O=C(Cc1ccc(S(=O)(=O)N2CCCC2)s1)NC1CCCCCC1,1.1,-0.2,.,-9,1.4,2.8,.,0,15,.
CCn1c(SCc2ccc(Cl)cc2)nc2nc3c(cc2c1=O)CCCC3,1.4,-3.1,4,-4,0.0,2.1,-4,7,-2,-4
COC(=O)CSc1nc2sc3c(c2c(=O)n1-c1ccccc1)CCN(C)C3,-3.0,.,15,-2,-0.6,-0.3,1,1,12,-15
Cc1ccc(Nc2cc(C)nc3nc(C)nn23)c(C)c1,0.8,-0.1,-10,-1,2.1,1.8,-3,3,-7,10
CS(=O)(=O)N(CC(=O)Nc1ccccc1C(=O)NCc1ccccc1)c1ccc2c(c1)OCCO2,2.8,-2.2,-7,.,-1.7,1.3,.,0,-2,7
Cc1ccc(C(=O)NCCc2nnc3ccc(SCC(=O)Nc4ccccc4F)nn23)cc1,2.0,-2.3,-4,-1,-0.3,1.3,-2,2,-6,4
COc1ccc(NC(=O)CCNC(=O)c2ccccc2Cl)cc1OC,-0.2,-1.4,-15,-2,1.1,1.7,0,0,-4,15
CC(C)c1nnc(NC(=O)CC(=O)Nc2ccccc2C(=O)O)s1,0.9,0.5,10,-1,-1.8,1.4,.,6,-24,-10
Cc1c(Cl)cccc1NC(=O)CNCc1ccccc1F,2.5,-0.6,6,-5,0.0,1.2,-1,5,-2,-6
COCCNC(=O)c1ccc2c(c1)nc(C)n2-c1cc(OC)c(OC)c(OC)c1,3.6,0.0,-20,-5,-0.7,.,.,1,-2,20
C=C(C)CSc1nc(N)c(C#N)c(-c2ccc(C)cc2)c1C#N,0.6,-1.5,19,0,-0.6,0.9,0,-7,12,-19
COc1ccc(CCNC(=O)COc2ccc(S(=O)(=O)N3CCOCC3)cc2)cc1OC,0.6,0.7,19,-2,0.2,1.2,.,-4,7,-19
CCCCC(CC)Cn1c(O)c(/C=C2\C=NN=C2c2ccccc2)sc1=S (centres undefined),-0.3,0.8,-3,-3,-0.6,-0.1,-1,-7,15,3
COc1ccc(S(=O)(=O)N(CC(=O)NCC2CCCO2)c2ccc(F)cc2)cc1OC (centres undefined),0.2,0.1,-2,0,-0.2,1.7,.,-1,.,2
N#Cc1nc(COc2ccccc2)oc1NCCCn1ccnc1,0.8,.,-3,-2,-1.5,4.1,21,10,47,3
CCN(CC(=O)Nc1c(C(=O)OC)[nH]c2ccccc12)c1ccc2c(c1)OCO2,0.9,-0.6,38,1,2.1,4.2,-8,1,.,-38
COc1ccc(C2=NOC(Cn3nc(C(=O)NCC4CC4)cc3-c3ccccc3)C2)cc1 (centres undefined),2.9,-1.5,1,-2,-0.7,2.9,-2,-1,1,-1
Cc1ccccc1CSCCNC(=O)c1ccc(Cl)c(S(=O)(=O)N2CCOCC2)c1,0.5,-0.7,27,-7,1.9,2.8,.,4,-1,-27
Cn1nc(C(=O)OCC(=O)c2ccc(Cl)cc2)c2ccccc2c1=O,-0.1,0.4,-6,-2,0.1,1.8,3,-6,-1,6
Cc1cccc(NC(=O)C2C3C=CC(C4CC34)C2C(=O)O)c1 (centres undefined),1.4,0.1,10,2,0.1,2.1,3,0,17,-10
O=C(Cn1c(C(=O)NCC2CCCO2)cc2sccc21)c1ccccc1 (centres undefined),0.0,-1.0,5,6,1.2,.,-2,-1,-13,-5
CCOc1ccc(NC(=O)CC2C(=O)N(CC)C(=S)N2CCNC(C)=O)cc1 (centres undefined),0.3,-0.1,-4,-4,2.2,2.8,.,-3,1,4
COC(=O)C1=C(C)NC(=O)NC1c1cn(-c2ccccc2)nc1-c1cccs1 (centres undefined),2.3,-0.1,-2,-7,0.3,3.4,-1,3,-19,2
CC(Sc1cccc[n+]1[O-])C(=O)Nc1ccc(Oc2ccccc2)cc1 (centres undefined),3.2,0.1,4,.,1.7,1.7,1,8,6,-4
COc1ccc([C@H]2CC(=O)C=C(c3ccccc3)C2)cc1OC,-0.6,-0.6,29,-5,-0.2,4.3,-1,-1,7,-29
O=C(COC(=O)CNC(=O)c1ccccc1F)Nc1cccnc1Cl,-0.2,-0.7,14,4,-1.3,3.3,-1,-5,-13,-14
COc1ccc(N2C(=O)c3ccccc3NC2c2ccc(OC)c(Cn3nnc4ccccc43)c2)cc1 (centres undefined),2.5,-0.9,-1,-2,-0.4,1.2,.,-1,53,1
COCCN(CC(=O)NC1CCCCC1)C(=O)CSc1nc2ccccc2o1,3.0,-1.9,15,-2,-1.0,1.6,0,-3,-2,-15
CC1CCCN(c2nc(NCc3ccco3)nc(N)c2[N+](=O)[O-])C1 (centres undefined),3.2,-1.4,-4,-6,-2.4,3.2,0,-8,-2,4
Nc1nonc1-c1nc2ccccc2n1CC(=O)N/N=C/c1ccc(-c2cccc(C(=O)O)c2)o1,.,-5.9,-10,-7,.,2.9,8,-7,15,10
Cc1ccc(S(=O)(=O)c2cc3c(=O)n4ccccc4nc3n(CC3CCCO3)c2=N)cc1C (centres undefined),1.7,-1.3,.,-2,2.2,1.5,-2,3,-2,.
CC1CCN(C(=S)c2cccc([N+](=O)[O-])c2)CC1,2.9,-1.9,-9,-4,4.0,1.1,-3,-11,-2,9
Cn1c(=O)c2c(nc(N3CCOCC3)n2CCCNC2=NCCCCC2)n(C)c1=O,0.5,-3.8,6,-2,0.1,2.7,.,9,.,-6
COCCOC(=O)c1c(NC(=O)CN2CCOCC2)sc(C(N)=O)c1C,-0.5,0.3,13,.,1.1,2.4,.,3,.,-13
CCN(CC)CCOC(=O)c1ccc(NC(=O)C(C)NC(=O)C23CC4CC(CC(C4)C2)C3)cc1 (centres undefined),-0.7,-1.8,0,1,-1.2,2.2,.,-12,10,0
O=C(NCc1cccnc1)NC1CC(=O)N(c2ccc3c(c2)OCCO3)C1 (centres undefined),-1.3,0.4,-6,0,-2.4,1.6,6,0,8,6
CCCCCC1CC(CC(=O)NC(=S)Nc2ccc([N+](=O)[O-])cc2)C(=O)O1 (centres undefined),1.5,-0.1,26,-17,0.0,3.9,.,1,3,-26
CC(C)N1CCCC(CNC(=O)CCc2nnc(CCCCc3ccccc3)o2)C1 (centres undefined),0.2,0.1,0,.,0.0,4.4,-1,0,-6,0
Cc1ccc(C(=O)OCC(=O)NC2CCCC(C)C2C)cc1S(=O)(=O)N1CCCCC1 (centres undefined),0.9,0.1,57,2,-1.2,1.9,-3,-2,-15,-57
O=C(CSc1ccc(-c2ccccn2)nn1)c1ccc([N+](=O)[O-])cc1,6.9,-2.8,.,-3,5.3,12*,4,-4,13,.
Cc1ccc2cc3cc(C(=O)NCCCN4CCCCCC4)oc3nc2c1,1.9,-3.7,45,-3,-1.9,0.8,.,0,-4,-45
Cc1c(Cl)cccc1NS(=O)(=O)c1ccc2c(c1)C1C=CCC1C(c1ccc(C(=O)O)cc1)N2 (centres undefined),0.0,-1.1,21,5,-3.5,.,.,5,13,-21
Cc1ccc(OCc2occc2C(=O)O)cc1,.,0.1,4,-3,.,0.0,14,6,6,-4

# Quoted at random: two entries already listed.
SMILES,AddAB inh,CAL PDZ FP-1,SR-BI DiI inh,CAL PDZ FP-2,Ecoli viability,phage Ecoli inh,Wnt bcat act,Tat export inh,MITF TRPM1 HTS,SR-BI uptake up
CCN(CC)CCOC(=O)c1ccc(NC(=O)C(C)NC(=O)C23CC4CC(CC(C4)C2)C3)cc1 (centres undefined),-0.7,-1.8,0,1,-1.2,2.2,.,-12,10,0
COCCOC(=O)c1c(NC(=O)CN2CCOCC2)sc(C(N)=O)c1C,-0.5,0.3,13,.,1.1,2.4,.,3,.,-13

# Further results follow.
SMILES,AddAB inh,CAL PDZ FP-1,SR-BI DiI inh,CAL PDZ FP-2,Ecoli viability,phage Ecoli inh,Wnt bcat act,Tat export inh,MITF TRPM1 HTS,SR-BI uptake up
C=CCNC(=O)Cc1c(OC)ccc2cc(Br)ccc12,1.1,-2.3,38,-2,-1.4,3.0,6,-13,-8,-38
Cc1ccccc1NC(=O)CNC(=O)c1ccc(C(F)(F)F)cc1,0.7,1.2,-22,-5,2.4,3.2,-1,2,5,22
CC1=C(/C=C/C(C)=C/C=C/C(C)=C\C(=O)O)C(C)(C)CCC1,-1.9,-0.3,2,-5,-1.3,5.3,-8,-6,40,-2
Nc1nc2c(c(=O)[nH]1)CN(Cc1ccccc1)CC2,2.1,0.2,-15,0,0.3,0.6,-2,-4,4,15
O=C(c1ccc(F)cc1)N1CCCN(c2nc(-c3ccccc3)ns2)CC1,1.3,0.1,-1,.,-2.8,0.9,2,3,.,1
Cc1cc2cc(CNC(=O)c3ccco3)ccc2n1C,-1.3,-0.4,-9,.,-0.5,0.8,-2,-50,.,9
COc1cc(/C=N/Nc2ccc(C(=O)O)cc2)cc(OC)c1OC,-0.8,-0.9,.,3,0.2,2.2,25,-1,?,.
Cc1ccc(OCC(=O)N(C)CC(=O)Nc2ccc(Cl)c(C(F)(F)F)c2)c([N+](=O)[O-])n1,1.5,-0.9,5,-4,0.5,0.9,-3,-17,2,-5
O=[N+]([O-])c1cccc2ccc(/C=C/c3ccc(Cl)cc3)nc12,0.2,-0.4,10,1,0.9,3.3,9,-3,13,-10
COc1cc2[nH]c3c(=O)n(N)c(=O)[nH]c3c2cc1OC,1.9,-0.9,12,0,0.7,-1.8,-1,3,14,-12
CCC(C)n1c(-c2cccs2)nc2nc3ccccc3nc21 (centres undefined),2.3,-1.2,-13,4,3.1,1.9,.,1,-11,13

# Screening data as filed in PubChem BioAssay.
